iPSC survival up: increases survival of single human iPS cells | hiPSC single-cell survival, ATPlite luminescence; 100% = ROCK inhibitor wells, 0% = DMSO | survival enhancement, % at 20 µM | 0.044% of 360,000 active; in the data active = survival enhancement above about 18%;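 also: cells exposed to compounds for 16 hours before the ATP read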
LMP1 NFkB inh: reduces LMP1-driven NF-kappaB luciferase signal | LMP1-induced NF-kappaB luciferase reporter cells, luminescence | inhibition, % at 12.5 µM | 0.69% of 350,000 active | AID 504558; in the data active = inhibition above about 41%;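 also: 0% = neutral control wells and 100% = reference inhibitor control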
CF NFkB inh: inhibitors of cystic fibrosis induced NF-kB. KKLEB NF-kB-GFP reporter, PAF-induced, GFP fluorescence overnight. inhibition, % at 5 µM. 0.86% of 360,000 active. AID 588850;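 active = at least 50% inhibition at 5 µM, scaled per plate between neutral and stimulator controls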;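 also: PAF is a Pseudomonas aeruginosa culture filtrate used as stimulus; plate controls were PAF-stimulated DMSO wells for no effect and unstimulated DMSO wells for full effect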
Peg3 promoter: Peg3 promoter activity inhibition. HeLa PEG-Prom luciferase reporter, luminescence, overnight. inhibition, % at 20 µM. 1.7% of 360,000 active;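 active = inhibition of at least 50% at 20 µM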
NR2E3 ag-1: NR2E3 (human) agonism; inhibition of corepressor binding, % at 4.78 µM; AID 2300; Q9Y5X4; 0.12% of 320,000 active; GST-NR2E3/biotin-RetCOR TR-FRET, 1536-well;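 active = percent inhibition above the cutoff of mean plus 3 SD of all tested compounds, set per screening campaign, cut at about 20% in these data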;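 also: 0% = DMSO wells and 100% = biotin wells as full block of FRET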
Target sequence (Q9Y5X4 whole entry, looked up): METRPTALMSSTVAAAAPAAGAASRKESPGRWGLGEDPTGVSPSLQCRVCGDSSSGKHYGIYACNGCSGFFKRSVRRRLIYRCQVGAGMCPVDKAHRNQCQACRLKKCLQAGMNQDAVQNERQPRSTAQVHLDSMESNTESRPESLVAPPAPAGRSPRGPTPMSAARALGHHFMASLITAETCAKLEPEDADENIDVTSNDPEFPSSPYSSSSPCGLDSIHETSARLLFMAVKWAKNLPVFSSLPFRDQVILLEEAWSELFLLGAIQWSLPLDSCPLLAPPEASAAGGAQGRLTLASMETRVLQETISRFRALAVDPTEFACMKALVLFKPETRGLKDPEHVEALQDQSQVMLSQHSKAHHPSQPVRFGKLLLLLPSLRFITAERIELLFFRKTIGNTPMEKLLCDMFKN
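Test system: GST-NR2E3 and biotin-RetCOR proteins | Quantity: 1.35 nM GST-tagged NR2E3 final | Medium: Tris pH 7.5 | Also added: 7 nM biotin-RetCOR | Dosing: Compound at 4.8 µM, single dose | Timing: 5 h at 4 °C | Detection: Time-resolved FRET | Read-out basis: Percent inhibition | Benchmarks: Biotin wells as high control, 0.6% DMSO wells as low control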
C8 TRAIL sens: caspase-8 TRAIL sensitization. NB7+C8 cells + TRAIL, ATPlite viability luminescence. inhibition (viability loss, TRAIL sensitization), % at 10 µM. 1% of 360,000 active. AID 624354;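 active = compounds causing at least 50% loss of cell viability in the single-dose screen, relative to plate controls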
KKLEB tox: CF airway cell cytotoxicity counter-screen; KKLEB CF airway cells viability, ATPlite luminescence, overnight; active compounds read low; cells stimulated with P. aeruginosa culture filtrate; activity change (cytotoxicity), % at 5 µM; 0.36% of 360,000 active; AID 602141;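 active = corrected activity change at or below -50% at 5 µM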
HIF-2a inh: HIF-2a inhibition; 786-0 RCC cells HIF-2a reporter, luciferase luminescence, overnight; inhibition, % at 18.8 µM; 0.72% of 360,000 active; AID 624352;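 active = inhibition of the luminescence signal of 40% or more relative to plate controls, in a single-dose primary screen at 18.75 µM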
NR2E3 ag-2: activates human NR2E3 receptor; Q9Y5X4; CHO-S Gal4-NCOR/VP16-NR2E3 two-hybrid, luciferase; inhibition of corepressor binding, % at 3.98 µM; 0.35% of 360,000 active; AID 602229;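 active = inhibition above the mean of all tested compounds plus 3 SD, cut at about 70% in these data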;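 also: 0% = DMSO with NR2E3 transfected cells and 100% = cells lacking NR2E3 construct; higher means lower luciferase signal from less NR2E3 corepressor binding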
MITF TRPM1 inh: MITF TRPM1 promoter inhibition in SK-MEL-5 cells. SK-MEL-5 TRPM1 promoter luciferase, 24 h. inhibition, % at 12.5 µM. 0.83% of 330,000 active. AID 488899;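 active = mean inhibition across replicates of 60% or more, whatever share of single replicates reaches that level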; also: values of inactives mirror those of a sister screen read the other way
Shn3 inh set2: reduces Shn3 3'UTR luciferase signal in osteoblasts; Clone20 osteoblast Shn3 3'UTR firefly luciferase, 24 h; inhibition, % at 12.5 µM; AID 588674; 0.52% of 360,000 active;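 active = mean inhibition of at least 75% with every replicate also reaching 75%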;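 also: 0% = median of neutral control wells and 100% = pilot-screen positive control compound; some compounds past the cut are filed as inactive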
Starred values were filed as active, the others as inactive. Not all compounds are listed; rates above refer to the full screens.

NC(Cc1ccc(C(F)(F)F)cc1)c1csc(Nc2ccc(C(=O)c3ccccc3)cc2)n1 (stereo unspecified) was read as iPSC survival up -4.4, CF NFkB inh -6, Peg3 promoter 97*, C8 TRAIL sens 38, KKLEB tox -11, HIF-2a inh -15, NR2E3 ag-2 14 and Shn3 inh set2 37.
For O=c1c2cnn(-c3ccccc3)c2nc(-c2ccco2)n1-c1ccccc1 the results were iPSC survival up -1.6, LMP1 NFkB inh 6, CF NFkB inh -14, Peg3 promoter 27, NR2E3 ag-1 0, C8 TRAIL sens 16, KKLEB tox -4, HIF-2a inh 14, NR2E3 ag-2 -17, MITF TRPM1 inh 32 and Shn3 inh set2 9.
O=C(CSS(=O)(=O)O)N1CCN(C(=O)c2ccoc2)CC1 was read as iPSC survival up -0.1, LMP1 NFkB inh 2, CF NFkB inh -6, Peg3 promoter 3, NR2E3 ag-1 0, C8 TRAIL sens -24, KKLEB tox 4, HIF-2a inh 6, NR2E3 ag-2 -9, MITF TRPM1 inh 2 and Shn3 inh set2 -5.
For Brc1ccc(-c2cn3nc4c(nc3n2)CCCC4)cc1 the results were iPSC survival up -1.0, LMP1 NFkB inh 38, CF NFkB inh -17, Peg3 promoter -99, NR2E3 ag-1 -1, C8 TRAIL sens -10, KKLEB tox 11, HIF-2a inh -193, NR2E3 ag-2 -93, MITF TRPM1 inh 36 and Shn3 inh set2 12.
`COc1ccc(C(=O)O)cc1NC(=S)NC(=O)C(c1ccccc1)c1ccccc1` gave iPSC survival up -0.5, LMP1 NFkB inh 9, CF NFkB inh 26, Peg3 promoter 0, NR2E3 ag-1 2, C8 TRAIL sens 10, KKLEB tox -26, HIF-2a inh 14, NR2E3 ag-2 14, MITF TRPM1 inh -16 and Shn3 inh set2 8.
`COCCn1c(C(C)C)nc2oc3ccccc3c(=O)c2c1=O` gave iPSC survival up -2.1, LMP1 NFkB inh 0, CF NFkB inh 1, Peg3 promoter 10, NR2E3 ag-1 0, C8 TRAIL sens -7, KKLEB tox -1, HIF-2a inh 9, NR2E3 ag-2 5, MITF TRPM1 inh -4 and Shn3 inh set2 62.
Screening Cc1ccc2nc(NC(=O)C3CCN(S(=O)(=O)c4cccc5nsnc45)CC3)sc2c1 returned iPSC survival up -1.2, LMP1 NFkB inh 14, CF NFkB inh 17, Peg3 promoter -6, NR2E3 ag-1 0, C8 TRAIL sens 29, KKLEB tox -6, HIF-2a inh -27, NR2E3 ag-2 -6, MITF TRPM1 inh 15 and Shn3 inh set2 46.
`Cc1cc(C)n2nc(C(=O)OCC(=O)N(C)Cc3ccccc3)nc2n1` gave iPSC survival up 0.7, LMP1 NFkB inh 0, CF NFkB inh -6, Peg3 promoter -8, NR2E3 ag-1 5, C8 TRAIL sens -15, KKLEB tox -1, HIF-2a inh 12, NR2E3 ag-2 -2, MITF TRPM1 inh 2 and Shn3 inh set2 -9.
CCOC(=O)c1sc2nc(CSc3ccccc3)nc(NCCN(C)C)c2c1C was read as iPSC survival up -0.4, LMP1 NFkB inh 4, CF NFkB inh 16, Peg3 promoter 33, NR2E3 ag-1 -6, C8 TRAIL sens -11, KKLEB tox -10, HIF-2a inh -9, NR2E3 ag-2 21, MITF TRPM1 inh -7 and Shn3 inh set2 27.
For N#Cc1nc(Cc2ccccc2)oc1NCCc1ccccc1 the results were iPSC survival up 6.8, LMP1 NFkB inh 32, CF NFkB inh 6, Peg3 promoter -275, NR2E3 ag-1 -2, C8 TRAIL sens -11, KKLEB tox -9, HIF-2a inh -184, NR2E3 ag-2 -96, MITF TRPM1 inh -52 and Shn3 inh set2 -49.
`N#Cc1cnc2nc(SCc3ccccc3)nn2c1` gave iPSC survival up 0.1, LMP1 NFkB inh -16, CF NFkB inh -5, Peg3 promoter -209, NR2E3 ag-1 0, C8 TRAIL sens -3, KKLEB tox 5, HIF-2a inh -209, NR2E3 ag-2 -90, MITF TRPM1 inh -59 and Shn3 inh set2 -100.
`CN1CCN(C(=O)CSc2nc(-c3ccncc3)ccc2C#N)CC1` gave iPSC survival up 3.4, LMP1 NFkB inh -30, CF NFkB inh -2, Peg3 promoter 10, NR2E3 ag-1 7, C8 TRAIL sens -17, KKLEB tox 7, HIF-2a inh 12, NR2E3 ag-2 -35, MITF TRPM1 inh 7 and Shn3 inh set2 -17.
Screening C=CCc1cc(Cl)ccc1OCCOCCNCCOC returned iPSC survival up 0.2, LMP1 NFkB inh -5, CF NFkB inh 0, Peg3 promoter 4, NR2E3 ag-1 2, C8 TRAIL sens 1, KKLEB tox -14, HIF-2a inh 22, NR2E3 ag-2 -7, MITF TRPM1 inh 9 and Shn3 inh set2 13.
For Cn1c(=O)c2c(nc(N3CCOCC3)n2CCCNC2=NCCC2)n(C)c1=O the results were iPSC survival up 2.3, LMP1 NFkB inh -1, CF NFkB inh 0, Peg3 promoter -3, NR2E3 ag-1 -2, C8 TRAIL sens 16, KKLEB tox 2, HIF-2a inh 20, NR2E3 ag-2 9, MITF TRPM1 inh 3 and Shn3 inh set2 -11.
CCOc1ccc(NC(=O)[C@@H](NC(=O)OCc2ccccc2)[C@@H](C)CC)cc1 was read as iPSC survival up 0.9, LMP1 NFkB inh 5, CF NFkB inh 2, Peg3 promoter 12, NR2E3 ag-1 0, C8 TRAIL sens 0, KKLEB tox 1, HIF-2a inh 11, NR2E3 ag-2 2, MITF TRPM1 inh -8 and Shn3 inh set2 9.
`COc1ccc(NC(C)=O)cc1NC(=O)CCn1c(=O)sc2ccccc21` gave iPSC survival up 1.8, LMP1 NFkB inh 8, CF NFkB inh -1, Peg3 promoter 18, NR2E3 ag-1 -2, C8 TRAIL sens 6, KKLEB tox 3, HIF-2a inh -4, NR2E3 ag-2 -8, MITF TRPM1 inh -5 and Shn3 inh set2 7.
Cc1ccc(NC(=O)CN(C)C(=O)C(C)N2CCN(Cc3ccccc3C)CC2)cc1 (stereo unspecified) was read as iPSC survival up -0.5, LMP1 NFkB inh -5, CF NFkB inh 20, Peg3 promoter 20, NR2E3 ag-1 0, C8 TRAIL sens -8, KKLEB tox -7, HIF-2a inh 13, NR2E3 ag-2 7 and Shn3 inh set2 -10.
`COc1ccc(Br)cc1CN1C(=O)NC2(CCCCCC2)C1=O` gave iPSC survival up -0.3, LMP1 NFkB inh 5, CF NFkB inh 12, Peg3 promoter -19, NR2E3 ag-1 -1, C8 TRAIL sens 5, KKLEB tox -10, HIF-2a inh 2, NR2E3 ag-2 -8, MITF TRPM1 inh -4 and Shn3 inh set2 -1.
`CCOc1nonc1C(=N)/C(C(C)=O)=C(\C)O` gave iPSC survival up 0.7, LMP1 NFkB inh -5, CF NFkB inh 6, Peg3 promoter 17, NR2E3 ag-1 -1, C8 TRAIL sens -5, KKLEB tox 3, HIF-2a inh 19, NR2E3 ag-2 -9, MITF TRPM1 inh -4 and Shn3 inh set2 -24.
COc1ccc(-n2cc(-c3ccccc3)c3c(N4CCOCC4)ncnc32)cc1 was read as iPSC survival up -0.6, LMP1 NFkB inh 20, CF NFkB inh 94*, Peg3 promoter 61*, NR2E3 ag-1 3, C8 TRAIL sens 14, KKLEB tox -100*, HIF-2a inh 22, NR2E3 ag-2 20, MITF TRPM1 inh 9 and Shn3 inh set2 24.
Screening Cc1c(-c2ccnc3cc(C(=O)O)nn23)cnn1C returned iPSC survival up -1.0, LMP1 NFkB inh 5, CF NFkB inh -8, Peg3 promoter 12, NR2E3 ag-1 4, C8 TRAIL sens -9, KKLEB tox 5, HIF-2a inh 16, NR2E3 ag-2 -12, MITF TRPM1 inh -3 and Shn3 inh set2 -3.
For CCn1c(=O)c(CCC(=O)N2CCOCC2)c(C)c2c(C)nn(-c3ccccc3)c21 the results were iPSC survival up 0.2, LMP1 NFkB inh 3, CF NFkB inh 10, Peg3 promoter 32, NR2E3 ag-1 -3, C8 TRAIL sens 16, KKLEB tox 3, HIF-2a inh 8, NR2E3 ag-2 -4, MITF TRPM1 inh 0 and Shn3 inh set2 18.
Screening Nc1c2c(nc3c1CCCC3)CCCC2 (tested in a mixture with another compound) returned iPSC survival up -0.3, LMP1 NFkB inh -3, CF NFkB inh -8, Peg3 promoter 15, NR2E3 ag-1 1, C8 TRAIL sens 3, KKLEB tox 3, HIF-2a inh 22, NR2E3 ag-2 4, MITF TRPM1 inh 1 and Shn3 inh set2 1.
For CC1CCCCN1C(=O)c1cc(-c2ccc(Cl)c(Cl)c2)on1 (stereo unspecified) the results were iPSC survival up -1.3, LMP1 NFkB inh -54, CF NFkB inh -7, Peg3 promoter -244, NR2E3 ag-1 0, C8 TRAIL sens -7, KKLEB tox 8, HIF-2a inh -294, NR2E3 ag-2 -91, MITF TRPM1 inh -106 and Shn3 inh set2 -44.
Screening O=C(Cc1c(O)c2ccccc2[nH]c1=O)NC1CCCCCC1 returned iPSC survival up -1.7, LMP1 NFkB inh -1, CF NFkB inh 12, Peg3 promoter 4, NR2E3 ag-1 -2, C8 TRAIL sens 5, KKLEB tox 2, HIF-2a inh 3, NR2E3 ag-2 -33, MITF TRPM1 inh -2 and Shn3 inh set2 -10.
`Cc1ccc(C=Nc2ccccc2C(N)=O)cc1` gave iPSC survival up -1.1, LMP1 NFkB inh -12, CF NFkB inh 17, Peg3 promoter -93, NR2E3 ag-1 1, C8 TRAIL sens 24, KKLEB tox -11, HIF-2a inh -203, NR2E3 ag-2 -150, MITF TRPM1 inh -7 and Shn3 inh set2 -27.
For CCOc1ccc(CN2CCSCC2)cc1 the results were iPSC survival up -0.2, LMP1 NFkB inh 1, CF NFkB inh 0, Peg3 promoter 22, C8 TRAIL sens 11, KKLEB tox 9, HIF-2a inh 18, NR2E3 ag-2 -8, MITF TRPM1 inh -2 and Shn3 inh set2 3.
`Cc1ccc(S(=O)(=O)NCCC(=O)Nc2cccc(Cl)c2)cc1` gave iPSC survival up 1.7, LMP1 NFkB inh 4, CF NFkB inh 2, Peg3 promoter 5, NR2E3 ag-1 -3, C8 TRAIL sens -11, KKLEB tox 3, HIF-2a inh 26, NR2E3 ag-2 11, MITF TRPM1 inh 8 and Shn3 inh set2 0.
Screening C/C(=C/c1ccccc1)C(=O)N1CC(C)OC(C)C1 (stereo unspecified) returned iPSC survival up 1.4, LMP1 NFkB inh 4, CF NFkB inh 2, Peg3 promoter 10, NR2E3 ag-1 3, C8 TRAIL sens 24, KKLEB tox 11, HIF-2a inh 16, NR2E3 ag-2 -11, MITF TRPM1 inh 11 and Shn3 inh set2 2.
O=C(Cn1cc(C(=S)N2CCOCC2)c2ccccc21)N1CCOCC1 was read as iPSC survival up 2.5, LMP1 NFkB inh 5, CF NFkB inh -3, Peg3 promoter 1, NR2E3 ag-1 3, C8 TRAIL sens 8, KKLEB tox 4, HIF-2a inh 9, NR2E3 ag-2 -8, MITF TRPM1 inh 4 and Shn3 inh set2 -3.

Screening data from PubChem BioAssay.
